Screening data from PubChem BioAssay.
ATG4B inhibitor: inhibitors of human ATG4B cysteine protease. Q9Y4P1. 0.51% of 340,000 active. inhibition, % at 8.33 µM. ATG4B cleavage of LC3-PLA2, NBD-HPC fluorescence, 1 h; in the data active means inhibition above about 40%
Target sequence (Q9Y4P1 whole entry, looked up): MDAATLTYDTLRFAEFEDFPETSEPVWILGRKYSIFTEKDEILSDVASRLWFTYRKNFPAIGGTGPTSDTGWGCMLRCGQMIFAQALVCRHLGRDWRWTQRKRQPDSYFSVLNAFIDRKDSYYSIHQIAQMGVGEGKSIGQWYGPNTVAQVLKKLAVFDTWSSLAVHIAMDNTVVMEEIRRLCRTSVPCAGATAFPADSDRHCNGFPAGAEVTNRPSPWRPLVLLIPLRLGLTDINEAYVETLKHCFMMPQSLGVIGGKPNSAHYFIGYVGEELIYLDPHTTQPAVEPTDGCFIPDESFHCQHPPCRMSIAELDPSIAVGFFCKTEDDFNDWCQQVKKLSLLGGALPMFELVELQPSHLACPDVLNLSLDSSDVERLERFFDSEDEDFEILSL
mIAP inh: mouse IAP inhibition; purified mouse IAP, CDP-Star luminescence, 30 min; inhibition, % at 10 µM; 0.2% of 330,000 active; AID 2806;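 active means inhibition of at least 40% at 10 µM in the primary screen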;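 further: plate controls were DMSO with enzyme for no effect and no enzyme wells for full effect; values of inactives mirror those of a sister screen read the other way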
mIAP act: increases mouse intestinal alkaline phosphatase activity; muIAP, CDP-Star luminescence, 30 min; stronger effect = higher value; 1 = vehicle-only enzyme signal, 0 = enzyme-free wells; 0.24% of 330,000 active; AID 2805; activation factor at 10 µM;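 active means activation factor of at least 2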; further: the source names both 10 and 20 µM as test concentration; values of inactives mirror those of a sister screen read the other way
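Assay system: mouse IAP enzyme; Reagent: CDP-Star chemiluminescent phosphatase substrate; Compound: DMSO-dissolved test compounds; Incubation: 30 min, room temperature; Technique: luminescence from enzymatic CDP-Star hydrolysis; Controls: DMSO-only wells and no-enzyme negative control.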
hIAP activ: human IAP activation; activation factor at 10 µM; 0.16% of 330,000 active; purified human IAP, CDP-Star luminescence, 30 min; stronger effect = higher value; 1 = vehicle-only enzyme, 0 = enzyme-free background; P09923;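 active means activation factor of the enzyme at least 2-fold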; further: the source names both 10 and 20 µM as test concentration; values of inactives mirror those of a sister screen read the other way
Target sequence (P09923 whole entry, looked up): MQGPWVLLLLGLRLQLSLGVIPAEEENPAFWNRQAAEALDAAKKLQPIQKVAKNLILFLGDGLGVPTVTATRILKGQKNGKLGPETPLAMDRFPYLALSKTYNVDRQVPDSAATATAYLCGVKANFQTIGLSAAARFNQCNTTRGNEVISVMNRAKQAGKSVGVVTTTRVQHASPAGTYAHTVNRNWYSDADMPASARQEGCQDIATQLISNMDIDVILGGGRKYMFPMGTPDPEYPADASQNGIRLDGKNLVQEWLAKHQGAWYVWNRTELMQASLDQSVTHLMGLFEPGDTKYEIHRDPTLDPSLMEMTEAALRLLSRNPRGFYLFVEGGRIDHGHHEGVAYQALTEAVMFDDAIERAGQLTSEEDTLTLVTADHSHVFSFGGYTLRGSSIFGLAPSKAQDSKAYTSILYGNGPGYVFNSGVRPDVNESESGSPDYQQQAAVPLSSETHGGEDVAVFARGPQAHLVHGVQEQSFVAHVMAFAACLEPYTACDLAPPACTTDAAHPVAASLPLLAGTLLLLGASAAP
hIAP inh: blocks human intestinal alkaline phosphatase; P09923; purified IAP, CDP-Star luminescence, 30 min; inhibition, % at 10 µM; 0.12% of 330,000 active;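 active means inhibition reaching a set limit with compound at 10 µM in the primary screen, cut at about 35% in these data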;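 further: plate controls were DMSO wells with enzyme for no effect and no-enzyme buffer wells for full effect; values of inactives mirror those of a sister screen read the other way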
Apaf1 inhib: inhibitors of human Apaf-1 apoptosome | O14727 | reconstituted apoptosome caspase-3 activity, DEVD-Rh110 fluorescence | inhibition, % at 20 µM | 0.71% of 330,000 active | AID 489030; active means inhibition of at least 40% at 20 µM;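 further: plate controls were DMSO wells for no effect and DEVD-CHO caspase inhibitor wells for full effect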
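Material: reconstituted apoptosome with Apaf-1, cytochrome c, caspase-9, procaspase-3, dATP / Buffer or medium: pH 7.5 Hepes buffer with CHAPS, BSA, DTT / Also added: cytochrome c with DEVD-Rh110 / Schedule: compound with Apaf-1, dATP, procaspase-3 30 min, then 50 min reaction, room temperature / Technique: rhodamine 110 fluorescence at Ex 480/Em 540 nm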
TIM10 inh: growth inhibitors of TIM10 yeast strain; 1.4% of 330,000 active; inhibition, % at 10 µM; S. cerevisiae TIM10 strain growth, BacTiter-Glo luminescence, 24 h;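 active means inhibition of 40% or more at the single tested concentration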;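 further: wild-type TIM10 isogenic control strain grown at permissive 25 °C; 0% = DMSO yeast wells and 100% = minimal medium wells without yeast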
NALP3 yeast inh: NALP3 inhibition in yeast; Yeast reconstituted NLRP3/ASC/caspase-1, beta-gal luminescence, 24 h; AID 2825; inhibition, % at 10 µM; 0.39% of 330,000 active;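 active means inhibition of 50% or more; inactive means inhibition below 50%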;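 further: plate controls were induced DMSO wells for no effect and uninduced yeast grown without galactose for full effect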
tim10-1 inh: growth inhibitors of tim10-1 mutant yeast; AID 463190; 2.2% of 330,000 active; S. cerevisiae tim10-1 ts strain growth, BacTiter-Glo, 24 h; inhibition, % at 20 µM;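 active means inhibition of at least 40%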;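 further: mutant grown at 25 °C; 0% = DMSO wells with yeast and 100% = wells holding no yeast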
* hit, by the source's call.

Below each compound: ATG4B inhibitor	mIAP inh	mIAP act	hIAP activ	hIAP inh	Apaf1 inhib	TIM10 inh	NALP3 yeast inh	tim10-1 inh
> O=C(NCc1ccccc1)c1ccc(OC2CSC2)cc1
  5	-2	1	1	-3	17	-21	22	5
> O=C(CSc1nnc(C2COc3ccccc3O2)o1)N1CCN(c2ccccc2)CC1 (centres undefined)
  -2	-10	1.1	1.2	-18	4	-6	11	15
> O=C(O)c1ccccc1N(Cc1ccccc1)C(=O)CO/N=C/c1ccccc1
  -8	3	0.97	1	0	-5	14	-13	12
> O=C(O)c1ccc(O)c(N2C(=O)Nc3ccccc3N2O)c1
  1	5	0.95	0.9	10	-2	4	6	13
> Cc1ccc(S(=O)(=O)CCC(=O)OCc2ccccc2F)cc1
  -4	0	1	1.1	-8	-10	10	7	10
> CCN1CCN(c2ccc(S(=O)(=O)N3CCOCC3)cc2NC(=O)CCSC)CC1
  -13	3	0.97	1.1	-7	39	-6	21	-20
> CS(=O)(=O)N1CCC(Oc2ccccc2C(=O)N2CCC[C@H]2CO)CC1
  2	11	0.89	1.1	-11	-8	7	15	3
> CCc1ccc(C(=O)C(C)OC(=O)Cn2cnc3c2c(=O)n(C)c(=O)n3C)cc1 (centres undefined)
  2	0	0.99	1.4	-41	-2	9	11	24
> Cc1ccc(S(=O)(=O)N(CC(=O)N2CCC(C)CC2)c2cccc(C)c2)cc1
  3	13	0.87	1.1	-10	12	29	11	37
> Cc1cc(C)c(C(=O)NC2CC(C)(C)Cc3c2cnn3-c2cccc(F)c2)[nH]1 (centres undefined)
  8	5	0.95	1	-2	9	-2	22	20
> CCOc1ccc(C(=O)N/N=C/c2cc(Cl)ccc2[N+](=O)[O-])cc1
  1	6	0.94	0.92	8	7	12	8	-2
> CCOC(=O)C1=C(C)Nc2ccccc2N/C1=N\S(=O)(=O)c1ccccc1
  7	-2	1	0.93	7	5	-1	6	15
> Cc1ccc2[nH]c(=O)c(C(c3nnnn3Cc3ccccc3)N3CCc4ccccc43)cc2c1 (centres undefined)
  -13	55*	0.45	1	-4	29	12	9	24
> S=c1[nH]nc(-c2ccc3ccccc3n2)n1Cc1ccccc1
  -7	7	0.93	1.1	-11	9	40	20	21
> O=C(N/N=C/c1cn(Cc2ccccc2)c2ccccc12)c1ccncc1
  -11	2	0.98	1.1	-12	23	13	23	14
> CCOc1nc(Oc2cccc(C(=O)O)c2)nc(Oc2cccc(C(=O)O)c2)n1
  -5	-6	1.1	1.1	-7	-9	-15	10	7
> O=C(N/N=C/c1cccnc1)c1cc(-c2ccccc2Cl)nc2ccccc12
  -2	-1	1	1.1	-12	19	-25	7	-18
> O=C(CCN1CCN(CCO)CC1)Nc1ccc(C2CCCC2)cc1
  -8	-14	1.1	1.1	-6	10	2	6	9
> COc1ccccc1Cc1nc(-c2ccncc2)no1
  2	-4	1	1.1	-5	-4	0	2	-9
> Cc1cc(OCCCN2CCCC2)ccc1Cl
  0	3	0.97	0.85	15	2	-17	23	-4
> Cc1cccc2cc(CN(C(=S)NCC(C)C)C3CCCC3)c(=O)[nH]c12
  -5	4	0.96	1.1	-6	18	25	2	14
> COc1ccc(C(C)=O)cc1COC(=O)c1cnc(Cl)c(Cl)c1
  -11	-4	1	1	-1	14	-8	6	2
> Cc1ccc(NC(=O)CCNC(=O)c2ccc(Cl)cc2)cc1F
  0	-6	1.1	0.96	4	-2	3	21	-4
> CCC1=C(OC(=O)N(CC)CC)N2C(=O)OC(=NCC(=O)OC)[C@]2(Cc2ccccc2)[C@H]2C1=CC[C@H]1C(=O)N(c3ccccc3)C(=O)[C@H]12
  -9	-9	1.1	1	-5	16	18	-4	23
> CCCCn1c(N)c(N(Cc2ccccc2OC)C(=O)CN2C(=O)NC(C)(c3ccccc3)C2=O)c(=O)[nH]c1=O (centres undefined)
  -5	-9	1.1	0.96	4	5	-2	0	0
> CC(=O)Nc1nc2ccccc2[nH]1
  -5	19	0.81	0.97	3	-19	10	12	13
> COc1ccc(/C=N/NC(=O)CN2CCN(Cc3ccccc3)CC2)cc1Br
  -13	4	0.96	1.2	-23	-16	9	13	14
> Nc1cnn(Cc2ccccc2F)c1
  -7	-9	1.1	0.95	5	29	-4	7	7
> C=CCNC(=O)CC1C(=O)NCCN1Cc1ccc(-c2ccccc2)cc1 (centres undefined)
  -11	-3	1	1.1	-6	8	3	37	14
> CCN(CC)C(=O)CSC(Nc1cccc(F)c1)=C(C#N)C#N
  4	22	0.78	1	-2	-13	11	8	22
> Cc1ccc2nsnc2c1NC(=O)CCc1ccccc1
  1	-3	1	1.1	-12	-1	5	19	-12
> COc1cc(NC(=S)NC(=O)c2ccccc2F)ccc1NC(=O)c1ccco1
  19	21	0.79	1	-3	19	17	7	10
> O=c1c2ccccc2nnn1Cc1ccccc1Cl
  -20	-6	1.1	1.1	-6	6	-1	-20	-2
> O=C(Nc1ccc(Cl)c(S(=O)(=O)N2CCOCC2)c1)c1ccccn1
  2	12	0.89	1	-2	0	0	-3	9
> O=C(CN1CCN(c2ccccc2)CC1)N1CCN(c2ccccc2)CC1
  -1	-4	1	0.95	5	-6	-3	23	-1
> COc1cc2[nH]cc(C(=O)NCc3ccccc3)c(=O)c2cc1OC
  -4	1	0.99	1.1	-9	7	10	14	6
> CC(=O)Nc1ccc(OCC(O)Cn2ccnc2C)cc1 (centres undefined)
  -6	10	0.9	0.98	2	-10	1	23	3
> O=C(Cn1c(COc2ccccc2)nc2ccccc21)Nc1cc(Cl)ccc1Cl
  11	-6	1.1	1.2	-15	-2	-13	3	13
> CCOc1ccc(-n2c(SCC(=O)Nc3ccc(CC)cc3)nc3n[nH]c(C)c3c2=N)cc1
  -1	-5	1	1.6	-60	-16	7	-12	8
> NNC(=O)CCc1c[nH]c2ccccc12
  -7	-8	1.1	1.2	-18	2	-15	6	6
> COc1cccc(C2/C(=C(\O)c3ccc4c(c3)OCCO4)C(=O)C(=O)N2Cc2cccnc2)c1 (centres undefined)
  4	-7	1.1	1	0	2	-6	7	-9
> Brc1ccc(-c2nnc(-c3cccc(Br)c3)o2)cc1
  -10	-6	1.1	1.2	-23	11	-2	14	-6
> COc1ccccc1N1CC(C(=O)Nc2nnc(SCc3ccccn3)s2)CC1=O (centres undefined)
  3	0	1	0.93	7	-10	9	11	-7
> CCc1ccc(N=C2NC(=O)/C(=C/c3cc(OC)c(OC)c(OC)c3)S2)cc1
  5	4	0.96	1.3	-31	10	19	22	14
> CC(C(=O)N1CCc2ccccc21)N(C)CC(=O)Nc1ccc(F)cc1 (centres undefined)
  0	1	0.99	0.77	23	2	9	13	22
> CCOc1ccc(/C=C2\NC(=S)NC2=O)cc1
  2	37	0.63	0.95	5	-7	-1	17	-4
> Cc1cccc(C)c1NC(=O)CNC(=O)c1ccc(NS(=O)(=O)c2ccc3[nH]c(=O)[nH]c3c2)cc1
  0	6	0.94	1.1	-13	1	-6	0	-13
> COc1cccc(CN2CC(C(=O)NCCN3CCOC3=O)CCC2=O)c1 (centres undefined)
  -1	3	0.97	0.71	29	5	7	10	-7
> Cc1cc(Oc2ccc(-c3ccccc3)cc2)n2ncnc2n1
  -5	-1	1	0.89	11	3	24	19	11
> CC(C)(C)NC(=O)c1cc(NC(=O)c2cccs2)cc(NC(=O)c2cccs2)c1
  -18	8	0.92	0.99	1	19	5	2	-13
> Cc1cccc(C)c1NC(=S)N1CCCN(Cc2ccc(F)cc2)C1
  -6	-6	1.1	1.2	-25	-1	-12	7	13
> Cc1cc(NS(=O)(=O)c2ccc(NC(=O)c3cc4ccccc4o3)cc2)nc(C)n1
  1	-7	1.1	0.97	3	-2	-6	3	-1
> CN1CCN(Cc2nc(Cc3ccccc3)no2)CC1c1ccccc1 (centres undefined)
  3	0	1	1.2	-16	22	10	29	21
> O=C(COC(=O)/C=C/c1ccc(F)cc1)NC1CCCCCC1
  -5	-1	1	1.2	-18	7	6	9	16
> O=C1CN(CC(=O)NC(=O)NCc2ccccc2)CCN1
  5	6	0.94	1.1	-7	0	-9	11	9
> COc1ccccc1N(CC(O)Cn1ccnc1C)S(=O)(=O)c1ccc(C)cc1 (centres undefined)
  -4	-8	1.1	1.3	-27	1	14	9	16
> CCN(Cc1ccncc1)C(=O)c1cc(COc2ccc(F)cc2Cl)on1
  11	6	0.94	1.2	-21	4	8	8	25
> COc1ccc(C(=O)c2cc([N+](=O)[O-])ccc2N2CCCC2)cc1
  -2	18	0.82	1	-1	15	18	56*	29
> CCNc1nc(NC(C)C)nc(OCCNS(=O)(=O)c2cc(C)ccc2C)n1
  -7	-2	1	1.1	-13	8	-10	9	9
> COc1ccc([N+](=O)[O-])cc1N(CC(=O)NC1CCCC1)S(C)(=O)=O
  -1	12	0.88	1.1	-13	0	8	8	-12
> O=C(NCCO)c1c(O)c2cccc3c2n(c1=O)CC3
  -3	6	0.94	0.94	6	-4	13	15	-10
> CCn1c(CCCc2ccc(OC)c(C)c2)n[nH]c1=S
  4	-6	1.1	1	-2	6	-12	8	4
